# Autophagy mod: autophagy modulation, high-content screen; calls only at 10 µM (by protocol); actives 0.98% (n = 190,000); AID 463193; MEF GFP-LC3 puncta imaging; test concentration mostly 10 µM;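 active means percentage of spot-positive cells more than 3 SD above its plate mean, without a fluorescence outlier flag or 80% toxicity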;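 further: spot-positive cell cutoff set from DMSO-treated cells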
# MT stabilizer: microtubule stabilizers in HeLa cells. HeLa tubulin immunostaining HCS, 24 h; share of cells brighter than vehicle mean+2SD. % tubulin-high responders, % at 10 µM. actives 0.83% (n = 200,000). AID 2205;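 active means plate Z-score above 3 for both tubulin-high and condensed-nucleus cell shares, with cell loss under 80%, at 10 µM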;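 further: anti alpha tubulin signal scored within the nucleus-defined area of each cell; some results filed as inactive read as strong as hits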
# Dynein cargo inh: dynein cargo transport inhibition | actives 0.47% (n = 220,000) | z-score, hits read low | 3617.4 mouse cells, GR-EGFP nuclear translocation imaging; test concentration mostly 20 µM; stimulated with dexamethasone, 1 µM; stronger effect = lower value;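 active means plate z-score of nuclear minus cytoplasmic receptor signal below a set negative limit, without overly bright fluorescence or cell loss, cut at about -3.5 in these data, passing the limit was not always enough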;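 further: z-score of nuclear minus cytoplasmic ring GR-EGFP intensity difference per well; some compounds called inactive have numbers as strong as hits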
#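 Also added – dexamethasone, 1.0 µM final · Buffer or medium – tet-free, stripped-serum medium · Schedule – induction 48 h, compound 1 h, agonist 30 min · Detection – formaldehyde fixation, Hoechst nuclear stain, 10x automated fluorescence imaging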
# Yfh1-depleted yeast: mitochondrial function rescue without frataxin homolog – Friedreich's ataxia, plus single-dose screen, dose response (AID 1465) | actives 0.074% (n = 220,000) | S. cerevisiae Yfh1-off respiration, WST-1 reduction, 72 h; higher fold induction means a stronger effect | fold induction at 50 µM, or EC50 in µM where a hit was titrated;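 active means fold induction of absorbance versus untreated yeast above a set limit, then at least 30% activation at any dose in follow-up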;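 further: activators that raise dye reduction in frataxin-depleted yeast; strong numbers were not always called active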
# human PMI inhibitors: human PMI inhibitors, high substrate, primary screen, biochemical, fluorescence intensity, high mannose 6-phosphate (AID 1220). recombinant PMI enzyme, coupled fluorescence intensity; higher % means a stronger effect. one-dose inhibition, % at 20 µM; IC50 in µM for titrated hits. actives 0.66% (n = 190,000)
# Ins promoter up: MIN6 insulin promoter up-regulation | MIN6 insulin promoter-GFP reporter, high-content imaging; stronger effect = higher value | z-score at 5 µM | actives 0.3% (n = 190,000);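 active means z-score above 3 at 5 µM with at least 500 cells counted in the well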
# PMI inhibitors: inhibitors of human PMI, primary screen, biochemical, fluorescence intensity, coupled assay (AID 1209) | purified PMI enzyme, coupled fluorescence intensity; higher % means a stronger effect | actives 0.42% (n = 190,000) | inhibition, % at 20 µM; hits with a dose series show IC50 in µM;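 further: plate controls were DMSO vehicle for no effect and wells lacking substrate for full effect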
# WT yeast gro inh: growth inhibition of WT yeast, mitochondrial fusion screen; mitochondrial fusion phenotypic screen, WT strain; AID 1362; inhibition, % at 10 µM; actives 2.1% (n = 190,000); in the data active means inhibition above about 58%; tested in S. cerevisiae
# b-catenin transl: alters nuclear translocation of beta-catenin in HeLa cells; immunofluorescence imaging; nuclear translocation activity, % at 5 µM; actives 0.3% (n = 190,000); AID 1665;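 active means nuclear translocation activity above 50% at 5 µM, with a well cell count of 50 or more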;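 further: per-cell ratio of nuclear to cytoplasmic median beta-catenin stain intensity; plate controls were DMSO negative control for no effect and GSK-3 inhibitor IX positive control for full effect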
#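 System: Human HeLa cells, endogenous beta-catenin | Compound dosing: 5 µM primary, 0.02–20 µM confirmation | Timing: 24 h compound exposure at 37°C, 5% CO2 | Measured by: Fluorescence imaging of beta-catenin antibody stain plus DAPI | Read-out basis: % activation of per-cell nuclear versus cytoplasmic median beta-catenin signal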
# WT yeast gro inh mutant strain: further read-out of WT yeast gro inh, marked with its call; inhibition, %; mitochondrial fusion phenotypic screen, mutant strain inhibition
# Dynein cargo inh cytoplasmic EGFP: second read-out of Dynein cargo inh, no call of its own (marks repeat the call); z-score; measured here: cytoplasmic GR-EGFP intensity; stronger effect = higher value
# Dynein cargo inh nuclear GR-EGFP: further read-out of Dynein cargo inh, marked with its call; z-score; measured here: nuclear GR-EGFP intensity;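 lower value marks the stronger effect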
# Dynein cargo inh cell count: further read-out of Dynein cargo inh, marked with its call; z-score; measured here: cell count per field
# Ins promoter up cell count: recorded beside Ins promoter up, whose call it bears; cell count; measured here: cytotoxicity, nuclei count;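 total cells summed across four imaged fields per well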
# b-catenin transl cell count 5 µM: second read-out of b-catenin transl, no call of its own (marks repeat the call); cell count; measured here: cell count, cytotoxicity flag
# MT stabilizer Hoechst-high %: further read-out of MT stabilizer, marked with its call; % Hoechst-high responders; measured here: nuclear condensation Hoechst responders;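 share of cells brighter than vehicle mean plus two SD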
# MT stabilizer cytotoxicity %: recorded beside MT stabilizer, whose call it bears; toxicity, %; measured here: cytotoxicity by cell density;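 0% = mean cell density of plate MIN control wells and 100% = no cells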
# Autophagy mod cell loss 18 h: further read-out of Autophagy mod, marked with its call; toxicity, %; measured here: cell loss, nuclei count;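 cell loss after 18 h compound exposure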
# The depositor's hits bear a star; i = inactive; . = no result given. Unless noted, no stated cut-off is given here; in the data, active means inhibition above about 50%; inactive means the rest. Compounds as they come; 5% or so of the library scored in one or more.
# Below each SMILES – Ins promoter up cell count, b-catenin transl cell count 5 µM, Dynein cargo inh cell count, human PMI inhibitors, Yfh1-depleted yeast, Dynein cargo inh, Autophagy mod, b-catenin transl, Autophagy mod cell loss 18 h, WT yeast gro inh mutant strain, MT stabilizer, Ins promoter up, WT yeast gro inh, MT stabilizer cytotoxicity %, Dynein cargo inh cytoplasmic EGFP, PMI inhibitors, Dynein cargo inh nuclear GR-EGFP, MT stabilizer Hoechst-high %
CC12CCC(C(=O)NNc3ccccc3)(C(=O)C1=O)C2(C)C (stereo unspecified)
    1039, 1322, -0.16, ., i, -0.25, ., 0.1, ., ., ., -0.49, ., ., -0.81, ., -0.46, .
O=c1cc(-c2ccccc2)c2cc(Cl)c(O)c(CN3CCOCC3)c2o1
    1081, 1302, -0.36, ., i, 0.86, ., 0.8, ., ., ., -0.67, ., ., -0.27, ., 0.44, .
CSc1ccc(OC2CCN(Cc3ccccc3)CC2)cc1
    1266, 506, -0.58, 10%, i, 1, i, 1.7, -9, 45*, 5.1, -0.29, 63*, 3.4, -0.28, 2%, 0.42, 1.9
COc1ccc(Cl)c(S(=O)(=O)N2CCCC2)c1
    1258, 888, 0.064, 0%, ., -1.1, i, 0.6, 1, 10, 2.3, 0.24, 5, 5.2, -0.26, 9%, -0.28, 1.9
COC(=O)C1=CN(CC2CCCO2)C=C(C(=O)OC)C1c1ccsc1 (stereo unspecified)
    1555, 968, 0.67, 9%, i, -0.66, i, -7.9, -3, -6, 6.1, 1.1, 12, 9.7, -0.21, -8%, -0.026, 2.3
Nc1cccc(NC(=O)c2cccs2)c1
    1378, ., 0.084, 6%, i, -0.59, i, ., 2, -14, 0.9, -2.2, 56, 5.2, -0.28, 8%, -0.09, 1.9
Cc1cc(NS(=O)(=O)c2ccc(NC(=O)Nc3ccccc3)cc2)no1
    1257, 1100, 0.61, 2%, i, -0.57, i, -1.6, -1, 9, 2.4, 0.28, 19, 4.1, -0.26, 5%, -0.14, 4.0
O=C(NC(=S)NNS(=O)(=O)c1ccccc1)c1ccc([N+](=O)[O-])cc1
    1243, 946, -0.54, 9%, i, 0.81, i, -0.5, -5, -12, 1.4, -0.28, -12, 12, -0.28, 30%, 0.37, 3.3
CC(C)(C)C(O)(CC#CCN1CCCC1)c1ccccc1 (stereo unspecified)
    1428, 1113, 0.83, 9%, i, -0.49, i, -1.4, -3, 4, 2.0, -0.14, -14, 3.3, -0.26, 10%, -0.19, 2.3
CCOC(=O)c1sc(NC(=O)CSc2nnc(Cc3ccccc3)o2)c(C(=O)OCC)c1C
    889, ., 0.29, 7%, i, -0.58, i, ., 6, 0, 1.3, -0.34, 27, 19, -0.18, 5%, -0.28, 1.0
CCn1c2ccccc2c2cc(NC(=O)COC(=O)C3CCC(=O)N3)ccc21 (stereo unspecified)
    ., ., 0.13, 8%, i, 1.3, i, ., -7, -1, 4.2, ., 13, 1.7, 0.69, -1%, 1.1, 3.0
O=C(/C=C/c1cccc([N+](=O)[O-])c1)Nc1ccc(Cl)cn1
    1394, 1492, 0.47, -2%, i, 0.66, i, 2.8, -11, -10, 10*, -0.42, 16, 27*, -0.37, -4%, -0.36, 32*
CCCCOC(=O)Nc1ccc(OC)cc1S(=O)(=O)N1CCOCC1
    ., 1002, 0.38, 8%, i, -0.19, i, -5.8, -1, -2, 2.2, ., 21, 10.0, -0.22, 6%, -0.15, 2.5
COc1cccc(NC(=S)NN=C2CCC(C(C)(C)C)CC2)c1 (stereo unspecified)
    1073, 1033, 0.4, -107%, i, 0.27, i, -0.7, -4, 3, 1.5, 0.43, -6, 0.4, -0.35, -52%, -0.26, 1.8
Clc1cccc(Cc2nn[nH]n2)c1
    1384, 1190, 0.34, -11%, i, -0.25, i, -1.6, -5, 8, 3.3, -0.4, 2, 8.1, -0.2, -3%, 0.18, 1.5
COCCNC(=O)CN(C(=O)CCC(=O)Nc1ccccn1)c1ccc(F)cc1
    1360, 772, 0.32, 9%, i, -0.2, i, 5.7, -5, 16, 2.2, 0.57, -3, 9.7, -0.13, 9%, -0.027, 1.5
Cc1cccc(C(=O)NNC(=O)c2cccc([N+](=O)[O-])c2)c1
    1109, 1099, 0.26, -9%, i, 0.15, i, -1.2, 0, -6, 1.1, -0.1, -4, 2.0, -0.33, -10%, 0.098, 1.5
CCOc1ccc(OCC)c(NC(=O)C2COc3ccccc3O2)c1 (stereo unspecified)
    1569, 1387, -0.27, 7%, i, 0.25, i, -0.1, 10, -2, 2.5, 0.43, 11, 4.1, -0.13, 19%, 0.2, 1.8
CCOC(=O)N1CCN(Cc2nc(N)nc(Nc3ccc(C)cc3)n2)CC1
    972, 1172, -0.66, -6%, i, 1.1, i, -1.9, -7, 0, 1.6, -0.5, 0, 5.3, -0.28, 1%, 0.7, 1.1
CS(=O)(=O)NNC(=O)c1csc(Cc2c(Cl)sc3ccc(Cl)cc23)n1
    1048, 1328, 0.23, ., i, 0.14, ., -0.2, ., ., ., 0.28, ., ., -0.2, ., 0.54, .
Cc1c(C(=O)N2CCN(c3ccccn3)CC2)sc2ncnc(N3CCN(c4ccccc4)CC3)c12
    ., ., -0.52, ., i, 0.75, i, ., -4, ., 1.4, ., ., 5.4, -0.24, ., 0.28, 1.1
CCOC(=O)c1[nH]cnc1C(=O)Nc1ccccc1OC
    1460, 894, 0.41, 12%, i, -0.74, i, 0.1, 13, 0, 1.1, 0.47, 4, 4.7, -0.17, 18%, -0.41, 1.4
CCCSc1cc(NCCOC(=O)CCC)c([N+](=O)[O-])c2nonc12
    1494, 1091, -0.33*, 51%*, i, -4.9*, i, -0.6, 0, 5, 3.2, -0.44, 45, 7.3, 1.1*, 42%, -2.5*, 3.0
COc1cc(C(=O)Nc2ccc3oc(-c4cccnc4)nc3c2)cc(OC)c1OC
    1170, 1090, 0.49, 5%, i, -0.08, i, -2.0, -1, -29, 2.9, -0.61, -6, 9.5, -0.23, -1%, -0.28, 2.5
O=C(COc1cccc(NC(=O)c2ccco2)c1)c1ccccc1
    1141, 698, 0.49, -2%, i, -0.7, i, 0.7, 0, -9, 3.4, -1.3, 2, 13, -0.18, -1%, -0.017, 2.6
CCCc1nc2ccccc2c(=O)n1NC(=O)c1c(O)c2ccccc2[nH]c1=O
    1320, 1228, -0.39, 1%, i, 0.8, i, -4.9, -10, -10, 2.9, 0.38, 2, 8.0, -0.19, 9%, 0.99, 3.0
Cc1ccc2c(CC(=O)OC(C)C(=O)NCc3ccc4c(c3)OCO4)coc2c1 (stereo unspecified)
    1302, 821, 0.15, 15%, i, 0.37, i, -1.2, -7, -5, 2.5, 2.6, -9, 12, -0.42, 13%, 0.0058, 1.7
COc1ccc(NC(C)=O)cc1NC(=O)CSc1nnc(-c2ccncc2)n1C
    916, 679, 0.18, 8%, i, -0.69, i, 0.2, -13, 11, 3.6, 0.29, 7, 13, -0.05, 6%, -0.36, 1.8
O=C(CCc1ccccc1)Nc1ccc(F)c([N+](=O)[O-])c1
    1264, 1118, 0.36, 14%, i, -0.66, i, -0.2, 12, -25, 2.7, -1, -1, 3.8, -0.2, 7%, -0.29, 1.7
CCn1c(=N)n(CC(O)COc2cccc(C)c2)c2ccccc21 (stereo unspecified)
    1251, ., 0.82, 0%, i, -0.18, i, ., -6, 6, 3.6, -0.79, -2, 2.5, -0.19, 1%, -0.33, 2.3
Cc1cc(C)n(S(=O)(=O)c2cc(Cl)ccc2Cl)n1
    1533, 1344, 0.51, -2%, i, -0.56, ., -1.7, ., 15, 2.2, 0.17, 16, 3.0, -0.23, 2%, 0.018, 1.5
CCc1nnc(NC(=O)c2cc(-c3ccccn3)nc3ccccc23)s1
    1326, 1090, 0.33, 0%, i, -0.14, i, -1.9, 3, 0, 5.8, 0.09, 7, 3.9, -0.3, -21%, 0.43, 3.3
Cc1cccc(OCC(=O)NC(=S)Nc2ccccc2N2CCOCC2)c1
    1305, 493, 0.12, 1%, i, 0.079, i, 0.5, 6, 10, 3.8, -0.15, 12, 3.8, -0.26, 0%, -0.16, 2.4
Cc1nc(-c2ccc(Cl)cc2)sc1C(=O)O
    1247, 1136, 0.068, -3%, i, -0.79, i, -1.4, -2, 14, 3.0, -0.09, -6, 5.7, -0.14, -29%, -0.3, 1.8
O=C(Nc1ccccc1F)Nc1ccc([N+](=O)[O-])cc1Cl
    1194, 1212, -0.15, 2%, i, 0.28, i, 0.5, 6, 21, 2.1, -1.2, 16, 4.1, -0.2, 3%, 0.32, 1.5
N#Cc1ccccc1S(=O)(=O)N1CCN(c2cnccn2)CC1
    1196, 1082, -0.63, -5%, i, 1.2, i, -0.6, -2, 4, 5.5, 0.07, -10, 4.4, -0.19, -3%, 0.97, 2.4
CC1(C)C2CC=C(/C=N/n3cnnc3)C1C2 (stereo unspecified)
    1240, 1338, 2, 9%, i, -0.88, i, 1.4, -1, 14, 5.8, -0.22, 6, 3.6, -0.28, 7%, -0.66, 2.0
O=C(C1CCCN(S(=O)(=O)c2ccccc2)C1)N1CCCCCC1 (stereo unspecified)
    1230, 518, 0.27, 11%, i, -0.64, i, -1.0, 2, -4, 3.5, 0.62, 9, 13, -0.24, 1%, 0.54, 3.3
O=C(N/N=C/c1ccc(O)c(O)c1)C1c2ccccc2Oc2ccccc21
    1176, 1217, -0.066, 39%, i, -0.27, i, -2.5, -7, 12, 2.6, -0.3, -2, 8.5, -0.21, 45%, 0.085, 1.4
CCN(CC)c1ccc(/C=N/NS(=O)(=O)c2cccc([N+](=O)[O-])c2)cc1
    1446, 1106, 0.87, -83%, i, -0.37, i, -0.7, 12, -3, 4.7, 0.24, 12, 0.8, -0.25, -37%, -0.44, 2.1

# Compound activity: PubChem, several laboratories
